Compound activity deposited in PubChem by National Center for Advancing Translational Sciences (NCATS).
FLuc counter – counter-screen for miR-21 project: firefly luciferase inhibitors or activators. P08659. purified FLuc, Km substrates, luminescence inhibition. Potency, µM (highest dose often 57.5 µM), without a hit: at the highest dose activity change, negative = inhibition, hits mostly inhibitors. actives 6.9% (n = 360,000);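 also: plate controls were vehicle for no effect and reference inhibitor for full effect; nearly all actives have a fitted effect of over 55% in size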
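Biochemical qHTS of compounds, final roughly 60 µM downward over six points, against 10 nM purified firefly luciferase using Km concentrations of substrates (10 uM D-luciferin, 10 uM ATP) in Tris acetate pH 7.5 buffer; luminescence output.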
MBNL1-CUG inh – MBNL1-poly(CUG) RNA binding inhibition | Q9NR56 | TR-FRET MBNL1-His/biotin-(CUG)12 binding, 665/545 ratio | Potency, µM (series often up to 57.5 µM), without a hit: at the highest dose activity change, negative = inhibition, actives largely listed as inhibitors | actives 0.036% (n = 280,000) | AID 2675; active = well fitted inhibition curve with a large enough effect in the signal ratio, with a control signal flat, not every such curve was filed as active; inconclusive = small, poorly fitted or top-dose-only effect, or effect the other way, or a change in a side signal; inactive = no such curve, though single readings can be large or run the other way; the % refers to the signal ratio; also: % is scaled to controls: 0 for no effect and ±100 for the full control effect
Target sequence (Q9NR56 whole entry, looked up): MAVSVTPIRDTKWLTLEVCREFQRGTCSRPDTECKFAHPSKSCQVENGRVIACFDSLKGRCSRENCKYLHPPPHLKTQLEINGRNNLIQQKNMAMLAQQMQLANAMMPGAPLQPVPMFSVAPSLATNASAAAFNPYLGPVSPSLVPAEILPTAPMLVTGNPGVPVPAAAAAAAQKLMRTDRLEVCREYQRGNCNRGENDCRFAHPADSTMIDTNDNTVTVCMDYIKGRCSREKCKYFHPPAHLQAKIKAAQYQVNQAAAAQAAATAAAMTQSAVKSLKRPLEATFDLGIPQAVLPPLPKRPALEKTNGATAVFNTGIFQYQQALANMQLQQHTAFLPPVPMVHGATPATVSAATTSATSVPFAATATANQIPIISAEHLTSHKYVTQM
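Compound titration spanned 92 nM–58 uM against the MBNL1-His/biotin-(CUG)12 complex. After 60 min at room temperature with 5 nM streptavidin-XL665 and 0.055 ng/ul terbium anti-His, ratiometric 665/545 nm emission (Ex 340 nm) normalized to controls.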
ELG1 genotoxic – inducers of genotoxicity in HEK293T ELG1-luciferase cells; HEK293T ELG1-luciferase reporter, luminescence, 16 h; Potency, µM (series often up to 46 µM), without a hit: at the highest dose activity change, positive = activation, usual class: activators; actives 1.3% (n = 330,000); also: % of control where 0% means no effect; nearly all actives have a fitted effect of over 60% in size
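HEK293T cells expressing luciferase-tagged ELG1 were exposed to compound or DMSO vehicle for 16 hr at 37 °C and 5% CO2. Luciferase activity was then measured with ONE-Glo after 30 min at room temperature.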
Rab9 promoter act – activates the Rab9 promoter | actives 2.8% (n = 320,000) | Huh7 Rab9 promoter-luciferase reporter, luminescence, 24 h | Potency, µM (highest dose often 9.22 µM), without a hit: top-dose activation, negative = inhibition, usual class: activators | AID 485297; also: % of control where 0% means no effect; nearly all actives have a fitted effect of over 60% in size
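Luminescence read-out: Huh7 cells stably expressing Rab9-luciferase, treated 24 h with compound at 37 °C, then lysed with luciferase reagent for 10 min at ambient before reading.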
NPC1 prom act – activators of NPC1 promoter | actives 2.4% (n = 320,000) | Potency, µM (highest dose often 9.22 µM), inactives show at the top dose activation, actives largely listed as activators | Huh7 NPC1 promoter luciferase reporter, 24 h;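 also: % of control where 0% means no effect; nearly all actives have a fitted effect of over 60% in size; reporter is driven by a mutant NPC1 promoter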
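NPC1 promoter–luciferase Huh7 cells; 24 h compound; luminescence.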
CXXC DNA block – blocks binding of human MLL CXXC domain to DNA. MLL-CXXC / FITC-HOXA9 DNA fluorescence polarization. actives 0.037% (n = 290,000). AID 2662. Potency, µM (top dose mostly 115 µM), inactives show top-dose activity change, negative = inhibition, actives largely listed as inhibitors; active = well fitted inhibition curve with a large enough effect in the polarisation, with a control signal flat, not every such curve was filed as active; inconclusive = small, poorly fitted or top-dose-only effect, or effect the other way, or a change in a side signal; inactive = no such curve, though single readings can be large or run the other way; the % refers to the polarisation
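Fluorescence polarization: 7 uM MLL-CXXC (stock) preincubated 5 min with compounds, then 50 nM fluorescein-HOX-A9 DNA (stock) added; 30 min ambient. Buffer 50 mM Tris-HCl pH 7.5, 50 mM NaCl, 1 mM DTT, 0.05% BSA.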
p53 reactivator – mutant p53 re-activation in reporter cells; H1299 p53-A138V BP100-luciferase reporter, luminescence, 24 h; Potency, µM (top dose mostly 92.2 µM), inactives show top-dose activity change, positive = activation, actives largely listed as activators; actives 0.063% (n = 320,000); AID 504706; also: % of control where 0% means no effect; nearly all actives have a fitted effect of over 45% in size
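p53-null H1299 cells stably carrying temperature-sensitive p53-A138V and a BP100-luciferase reporter were pinned with compounds (4-point, 1:5 series) and held 24 hrs at 37 deg C. Luminescence was read 10 min after detection reagent.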
VP16 counter – counter-screen for ROR gamma inhibitors: Gal4-VP16 reporter | Drosophila S2 Gal4-VP16 UAS-luciferase, luminescence, 20 h | Potency, µM (series often up to 53.6 µM), inactives show at the top dose activity, negative = inhibition, actives largely listed as inhibitors | actives 3.5% (n = 310,000) | AID 2546;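 also: Gal4-VP16 expression switched on by copper sulfate through the metallothionein promoter; % is scaled to controls: 0 for no effect and ±100 for the full control effect; nearly all actives have a fitted effect of over 50% in size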
RORg inh – inhibitors of mouse ROR gamma transcriptional activity; Drosophila S2 Gal4-RORgamma UAS-luciferase reporter, 20 h; Potency, µM (doses to about 53.6 µM), for inactives: at the highest dose activity change, negative = inhibition, usual class: inhibitors; actives 5.4% (n = 310,000); AID 2551; also: % is scaled to controls: 0 for no effect and ±100 for the full control effect; nearly all actives have a fitted effect of over 60% in size
Target sequence (P51450 whole entry, looked up, the tested form may be a part): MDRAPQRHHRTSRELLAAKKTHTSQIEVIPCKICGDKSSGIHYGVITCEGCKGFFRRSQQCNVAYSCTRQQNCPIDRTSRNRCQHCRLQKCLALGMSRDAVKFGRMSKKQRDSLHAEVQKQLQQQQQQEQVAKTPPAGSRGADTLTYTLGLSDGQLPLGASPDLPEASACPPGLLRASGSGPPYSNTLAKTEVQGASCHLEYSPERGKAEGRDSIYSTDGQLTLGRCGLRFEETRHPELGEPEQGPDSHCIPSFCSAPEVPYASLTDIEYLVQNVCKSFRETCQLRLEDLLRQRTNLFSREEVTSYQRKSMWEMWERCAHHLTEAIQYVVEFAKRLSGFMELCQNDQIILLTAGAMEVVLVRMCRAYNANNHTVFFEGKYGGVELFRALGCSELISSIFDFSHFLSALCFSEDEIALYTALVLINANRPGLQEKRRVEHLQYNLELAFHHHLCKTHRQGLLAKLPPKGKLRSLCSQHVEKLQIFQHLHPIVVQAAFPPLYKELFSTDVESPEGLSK
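ROR gamma transcriptional activity was tracked as Gal4-UAS luciferase output in stably transfected Drosophila Schneider cells, with compound added 1 hr before 700 uM copper sulfate induction and a 20 hr ambient-temperature incubation.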
BRCA1 expr act – increases BRCA1 expression. MCF7-BRCA1-FFLuc reporter, luminescence, 48 h; response scale: scaled: vehicle 0%, 10 µM genistein 100%. AID 624202. actives 1.1% (n = 380,000). Potency, µM (doses to about 46.1 µM), for inactives: at the top dose activation, most hits filed as activators; also: nearly all actives have a fitted effect of over 80% in size; some results filed as inactive show a strong effect at the top dose
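48 h compound treatment of MCF7-BRCA1-FFLuc cells (phenol-red free MEM, 37 °C), then 15 min with luciferase substrate and luminescence imaging.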
uPA generation – inhibitors of cell surface uPA generation; Potency, µM (titrated, usually from 38.3 µM), without a hit: at the highest dose activity change, negative = inhibition, hits mostly inhibitors; AID 540303; actives 0.31% (n = 330,000); cell surface uPA generation assay, qHTS; active = well fitted inhibition curve with a large enough effect; inconclusive = small, poorly fitted or top-dose-only effect; inactive = no such curve, though single readings can be large or run the other way; tested in mouse RAW 264.7 cells; also: % is scaled to controls: 0 for no effect and ±100 for the full control effect; nearly all actives have a fitted effect of over 55% in size
* marks the source's active call; other numbers are inactive results; ? = inconclusive; / = not tested or not shown; [ ] = dose if it differs, or a comment. Unless noted, calls follow the shape of the dose curve; as a rule, active = well fitted curve in the direction sought with a large enough effect; inconclusive = small, poorly fitted or top-dose-only effect, or another doubt; inactive = no such curve, though single readings can be large; an effect the other way counts as inactive or inconclusive. Potency is read from the fitted curve at half-maximal effect. These rows are one share of the data (hit frequency here may not be typical).

Compound	FLuc counter	MBNL1-CUG inh	ELG1 genotoxic	Rab9 promoter act	NPC1 prom act	CXXC DNA block	p53 reactivator	VP16 counter	RORg inh	BRCA1 expr act	uPA generation
Nc1nonc1-n1nnc(C(=O)N/N=C/c2cccc(F)c2)c1-c1ccccc1	1%	3%	-6%	0%	-1%	12%	-5%	3%	-4%	-11%	-4%
O=C(Nc1nc(-c2cc3ccccc3oc2=O)cs1)c1ccco1	?	13%	3%	16%	30%	9%	4%	-5%	22%	20%	-1%
Cc1n[nH]c(=O)c2c(NC(=O)CSc3ccccc3Cl)oc(C)c12	-7%	/	-3%	-4%	-1%	/	-9%	/	/	-23%	0%
COC(=O)CCC(=O)Nc1sc(C)c(C)c1C(N)=O	?	5%	2%	-4%	1%	-7%	15%	1%	-8%	4%	5%
CCOc1ccc(Br)cc1S(=O)(=O)Nc1ccc(Cl)c(S(=O)(=O)N(CC)c2ccccc2)c1	-12%	/	-4%	2%	0%	-1%	0%	-7%	?	-55%	2%
O=C(c1ccc(Cl)cc1)N1CCCC(C(=O)N2CCc3ccccc3C2)C1 (configuration not stated)	-3%	1%	-7%	-4%	-7%	2%	0%	-2%	39%	-3%	-5%
Cc1cc2ncn(CC(O)COc3cccc(C(=O)O)c3)c2cc1C (configuration not stated)	-7%	-1%	3%	-1%	3%	12%	11%	20%	-19%	8%	0%
O=C(O)c1ccc(S(=O)(=O)c2ccc3c(c2)C(=O)N(CC2CCCO2)C3=O)cc1 (configuration not stated)	-1%	?	5%	8%	0%	6%	-3%	-9%	-28%	-4%	-5%
Cc1cc(NC(=O)CSc2nnc(-c3ccccc3)o2)no1	1%	-3%	3%	22%	2%	4%	4%	-1%	?	5%	-5%
COc1ccc(Nc2nc(N3CCOCC3)nc(N3CCOCC3)n2)cc1	-2%	-9%	-24%	-8%	-7%	-2%	/	8%	?	-11%	9%
Cc1ccc(OCCN(C)C)c([N+](=O)[O-])c1	2%	20%	0%	-2%	0%	1%	-4%	2%	-14%	11%	-1%
CCN(CC)c1nc2nonc2nc1N(CC)CC	0%	-9%	-10%	2%	3%	8%	-3%	-2%	11%	-2%	-4%

(listing goes on)
Compound	FLuc counter	MBNL1-CUG inh	ELG1 genotoxic	Rab9 promoter act	NPC1 prom act	CXXC DNA block	p53 reactivator	VP16 counter	RORg inh	BRCA1 expr act	uPA generation
CCCC(=O)Nc1cccn(Cc2ccccc2Br)c1=O	2%	-1%	-1%	2%	-2%	-11%	-12%	-12%	7%	10%	-3%
CCc1nc(Nc2ccc(O)cc2)c2oc3ccccc3c2n1	19µM*	1%	-8%	9%	14%	8%	-5%	3%	-25%	-20%	-4%
CC1CCN(CC(=O)NCCc2ccc(F)cc2)CC1	-1%	4%	1%	6%	-2%	5%	-2%	-3%	-26%	-9%	4%
CC(NC(=O)Nc1cccnc1)(C(F)(F)F)C(F)(F)F	-1%	-9%	-2%	-4%	-1%	13%	-1%	5%	5%	-1%	6%
Cn1c(NC(=O)c2ccccc2F)c(-c2cccs2)c(=O)c2ccccc21	8%	-12%	-2%	-1%	-2%	0%	-8%	?	14%	0%	-6%
Cc1cc(C)c(C(=O)NNC(=O)c2cccnc2)c(C)c1	0%	-3%	-1%	-1%	3%	30%	-2%	2%	18%	-16%	-1%
CSc1ncccc1C(=O)OCC(=O)c1ccc(S(=O)(=O)N2CCCCC2)cc1	-1%	/	-1%	1%	-3%	/	3%	/	/	-20%	-4%
CCNC(=O)c1ccc(C23CC4CC(CC(C4)C2)C3)o1	13µM*	1%	-6%	-3%	-7%	2%	-1%	3%[10 µM]	-13%	5%	-2%
CCN(CC)C(=O)CN(c1cccc(Br)c1)S(C)(=O)=O	0%	3%	0%	-4%	-4%	0%	0%	-3%	-14%	1%	-2%
O=C(NCc1ccc(F)cc1)c1ccc(CS(=O)(=O)c2ccc(Br)cc2)o1	-1%	-2%	-5%	-12%	-5%	-17%	-1%	10%	42%	-21%	-29%
COc1ccc(C)cc1NC(=O)COC(=O)c1c(C)noc1C	3%	-1%	1%	-1%	0%	-6%	-1%	2%	6%	0%	5%
CCCN1CCN(CCCNC(=O)CCCn2nc(C)c3sc4ccccc4c3c2=O)CC1	0%	4%	-2%	4%	2%	6%	-9%	15%	-25%	-6%	-20%

Additional records
Compound	FLuc counter	MBNL1-CUG inh	ELG1 genotoxic	Rab9 promoter act	NPC1 prom act	CXXC DNA block	p53 reactivator	VP16 counter	RORg inh	BRCA1 expr act	uPA generation
Cc1cc2nc(Sc3c([N+](=O)[O-])nc(C)n3Cc3ccccc3)[nH]c2cc1C	0%	38%[activator]	4%	-3%	-4%	-9%	-39%[inhibitor]	8.9µM*	13µM*	-65%	-9%
CC(C)CC(=O)Nc1nc2ccc(S(C)(=O)=O)cc2s1	?	-14%	10%	10%	5%	18%	5%	24%	32%	?	-13%
O=C(CCNS(=O)(=O)c1ccccc1)N1CCCCCC1	1%	-2%	?	?	30%	-14%	-7%	14%	4%	18%	-7%
Cc1ccc(NC(=O)C(C)SCc2ccccc2)cc1 (configuration not stated)	?	0%	6%	21%	28%	-2%	17%	?	?	2%	1%
CC(C)C(NC(=O)c1ccc(C(C)(C)C)cc1)C(=O)NCCc1ccccn1 (configuration not stated)	-2%	-4%	-11%	1%	-13%	1%	6%	-15%	22%	3%	0%
CN1CCN(c2ccccc2NC(=O)c2cccc(OCc3ccccc3)c2)CC1	2%	-1%	-23%	-6%	-7%	-2%	-26%	-30%	?	-19%	-5%
COC(=O)CCC(=O)NNC(=O)c1cccc(Cl)c1	0%	-5%	2%	-4%	-4%	-1%	-2%	3%	-13%	8%	/
O=C(C1Cc2ccccc2CN1S(=O)(=O)c1ccc(F)cc1)N1CCCCC1 (configuration not stated)	-3%[2.3 µM]	3%	-4%	2%	-3%	-5%	3%	-2%	-12%	1%	8%
CN1C(=O)CCC(CCC(=O)O)(c2ccccc2O)C1=O (configuration not stated)	-1%	-6%	0%	-3%	1%	1%	-6%	2%	6%	-2%	1%
CCOc1ccc(NC(=O)CC(c2ccccc2)c2ccc(F)cc2)cc1 (configuration not stated)	-3%	-1%	1%	-3%	-1%	-7%	-7%	-7%	10%	-9%	5%
Cc1cc(C)n2nc(C(F)(F)F)c(-c3ccccc3)c2n1	2%	3%	-3%	-4%	-1%	-3%	-1%	3%	?	0%	-3%
CC(=N)C1=C(O)CC(C)(C)CC1=O	5%	3%	-1%	14%	-1%	5%	0%	-4%	14%	1%	-2%

Records listed so far marked active in RORg inh:
SMILES,Rab9 promoter act,NPC1 prom act,CXXC DNA block,p53 reactivator,RORg inh,BRCA1 expr act,uPA generation
Cc1cc2nc(Sc3c([N+](=O)[O-])nc(C)n3Cc3ccccc3)[nH]c2cc1C,-3%,-4%,-9%,-39%[inhibitor],13µM*,-65%,-9%

The listing continues:
Compound	FLuc counter	MBNL1-CUG inh	ELG1 genotoxic	Rab9 promoter act	NPC1 prom act	CXXC DNA block	p53 reactivator	VP16 counter	RORg inh	BRCA1 expr act	uPA generation
Cc1ccccc1NC(=O)COC(=O)c1ccccc1SCC(=O)N1CCCC1	-4%	-8%	1%	-1%	2%	-5%	-1%	13%	19%	-17%	2%
COc1ccccc1NC(=O)CSc1nnc(CCC(=O)Nc2ccccc2F)n1C	-3%	-1%	-1%	-1%	-5%	-6%	-4%	-5%	10%	-11%	-9%
COc1ccccc1CNC(=O)c1ccc(SC)cc1OC	?	-2%	-1%	5%	10%	6%	-2%	17%	42%	23%	/
O=C(NC1CCCCC1)C(c1ccccc1F)N(Cc1ccco1)C(=O)c1ccccn1 (configuration not stated)	0%	-2%	-4%	-2%	0%	2%	1%	-1%	0%	4%	1%
O=C(Cn1cnc2c(nnn2-c2ccc(F)cc2)c1=O)N1CCCC1	1%	1%	0%	-8%	-2%	-8%	-5%	-2%	-1%	5%	/
N#C/C(=C\c1cccs1)c1nc2ccccc2[nH]1	6.7µM*	15%	?	?	?	-7%	?	20%	7%	33%	-4%
CN(C)S(=O)(=O)c1cccc(NC(=O)c2ccncc2)c1	3%	/	-2%	1%	-2%	-1%	3%	-7%	?	-29%	-3%
CC(C)c1nc(CNC(=O)C2CCC(=O)N(CCc3ccc(Cl)cc3)C2)no1 (configuration not stated)	-5%	-5%	0%	-3%	-3%	-19%	6%	-2%	29%	14%	-3%
Cc1ccc(S(=O)(=O)n2cc(-c3ccccc3)c(N)n2)cc1	4%	3%	1%	-2%	-4%	1%	-11%	0%	21%	-41%	/
